PfG6PD inh: PfG6PD (Plasmodium falciparum) enzyme inhibition; PfGluPho enzyme, NADPH resazurin-diaphorase fluorescence; hit rate 0.78% among 350,000; inhibition, % at 20 µM; AID 504690;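 active means inhibition reaching at least a set limit at 20 µM in the primary screen, cut at about 59% in these data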;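 further: 0% = DMSO wells with substrate and 100% = DMSO wells lacking glucose-6-phosphate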
SENP1 inh: SENP1 (human) catalytic domain inhibition; recombinant SENP1 catalytic domain, CyPet-SUMO1-YPet FRET cleavage; inhibition, % at 10 µM; hit rate 0.21% among 360,000; AID 624204;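 active means inhibition at least 30% at 10 µM, raw YFP signal under a set limit, fluorescence ratio 0.5 to 1.5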;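 further: 0% = enzyme with DMSO and 100% = no enzyme wells; some results filed as inactive read as strong as hits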
Target sequence (Q9P0U3 419-644 limits assumed): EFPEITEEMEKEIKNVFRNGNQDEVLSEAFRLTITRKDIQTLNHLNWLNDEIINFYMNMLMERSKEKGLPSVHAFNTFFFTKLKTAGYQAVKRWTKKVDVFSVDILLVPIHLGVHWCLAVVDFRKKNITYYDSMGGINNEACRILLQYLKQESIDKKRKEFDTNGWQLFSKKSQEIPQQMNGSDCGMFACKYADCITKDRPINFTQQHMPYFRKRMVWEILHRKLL
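Test system: recombinant human SENP1 catalytic domain, His6-tagged / Medium: pH 8 Tris buffer with EDTA, NaCl, BME, BSA, NP40, catalase / Also added: SUMO1 FRET substrate flanked by Cypet and Ypet, 25 nM / Times: 50 min reaction at room temperature / Signal: FRET, CFP and YFP emission / Control set: no-enzyme low control and enzyme-plus-DMSO high control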
SENP8 block: blocks human SENP8 cleavage of Nedd8 substrate; Q96LD8; recombinant SENP8, Nedd8 substrate fluorescence; inhibition, % at 20 µM; AID 602440; hit rate 0.64% among 360,000; in the data active means inhibition mostly above about 40%, no sharp cut-off; inactive means mostly below about 27%
Target sequence (Q96LD8 whole entry, looked up): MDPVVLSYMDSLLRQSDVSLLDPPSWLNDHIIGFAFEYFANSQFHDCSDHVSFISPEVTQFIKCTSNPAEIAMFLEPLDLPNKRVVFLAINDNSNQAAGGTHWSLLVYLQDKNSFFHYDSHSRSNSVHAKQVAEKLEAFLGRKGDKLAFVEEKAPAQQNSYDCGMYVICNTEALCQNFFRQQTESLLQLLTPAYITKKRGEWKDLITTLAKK
* = called active by the depositor.

nr	structure	PfG6PD inh	SENP1 inh	SENP8 block
1	Cc1ccc(S(=O)(=O)N2C[C@H]3n4c(=O)ccc(=O)n4C[C@H](OC(=O)Nc4cccs4)[C@@]3(O)C2)cc1	-11	1	-4
2	CCOC(=O)c1c(C)oc(=O)c(CC)c1O	-10	-2	7
3	COc1ccc(-n2sc3ccccc3c2=O)cc1	125*	2	23
4	C[C@H](CO)N1C[C@H](C)[C@@H](CN(C)S(=O)(=O)c2cccc(F)c2)OCc2cnnn2CCCC1=O	-3	2	22
5	O=S(=O)(Nc1ccccc1N1CCCC1)c1ccccc1C(F)(F)F	16	2	16
6	CC(Sc1nnc(-c2ccccc2F)n1C)C(=O)Nc1ccc(N2CCOCC2)cc1 (stereo not drawn)	12	-1	-3
7	Cc1noc(C)c1NC(=O)N(C)C[C@@H]1Oc2cc(Br)ccc2S(=O)(=O)N([C@H](C)CO)C[C@@H]1C	8	0	18
8	CCCCCN(C(=O)CCC(=O)OC(C)C(=O)Nc1ccccc1C)c1c(N)n(CCCC)c(=O)[nH]c1=O (stereo not drawn)	-24	4	17
9	C[C@@H]1CN([C@@H](C)CO)C(=O)CCCn2cc(nn2)CO[C@H]1CN(C)C(=O)c1ccc2ccn(C)c2c1	-11	1	-10
10	CC1CCc2sc(C(=O)NN=C3CCCC3)cc2C1 (stereo not drawn)	8	2	6
11	C[C@H](CO)N1C[C@H](C)[C@H](CN(C)C(=O)Nc2cccc3ccccc23)OCc2cnnn2CCCC1=O	-12	-2	-73
12	COc1cc2c(cc1[N+](=O)[O-])-c1ccc([N+](=O)[O-])cc1C2=NO	9	-6	4
13	Cc1ccc(C)c(N2C(=O)c3ccc(C(=O)Nc4ccccn4)cc3C2=O)c1	7	-1	9
14	COc1cc(/C=C/C(=O)OCC(=O)c2ccc[nH]2)ccc1O	3	-30	-295
15	O[C@@H]1C[C@H](c2ccc(Cl)cc2)N(Cc2cccs2)C[C@H]1n1cc(-c2ccc(F)cc2)nn1	3	2	17
16	Nc1ccc(N2N=C(N3CCCC3)CC2=O)cc1	21	-5	-1
17	CCC1(c2ccccc2)CN(C)C1=O (stereo not drawn)	1	2	19
18	Cc1ccc(S(=O)(=O)N2Cc3ccccc3CC2C(=O)N(C)C)cc1 (stereo not drawn)	-2	0	11
19	O=S(=O)(c1cccs1)N1CCCCC1	9	1	19
20	CC1(C)C2CCC(CN)C1C2 (stereo not drawn)	-9	3	16
21	COc1cccc(NC(=O)C(=O)NCC2CCCN2S(=O)(=O)c2cccs2)c1 (stereo not drawn)	25	-15	11
22	O=C(Nc1ccccc1OC(F)F)c1ccc(N2CCCC2=O)cc1	-9	1	4
23	Cc1cccc(C(=O)C(O)(c2ccccc2)C2CCCCC2=O)c1 (stereo not drawn)	-15	0	15
24	COc1ccc([C@H]2C[C@@H](n3cc(C4CC4)nn3)[C@H](O)CN2Cc2cccs2)cc1	-18	-1	10
25	CC1=C(C(=O)N(C)C)CC(CC(=O)NCc2ccco2)C(=O)N1CCC1=CCCCC1 (stereo not drawn)	-2	0	-20
26	COc1ccc(C(=O)c2ccccc2)cc1CN1CCOCC1	2	-1	5
27	O=C(Nc1ccc(NC(=O)c2ccccc2)c2ccccc12)c1ccccc1	-15	-3	11
28	CCCCCCN1C[C@H](O)[C@@H](n2cc(COC(=O)c3ccccc3)nn2)C[C@@H]1c1ccccc1	13	-2	-25
29	CCCCCCNC(=O)O[C@]12C[C@@H](C(=O)OC)[C@@H](C(=O)OC)C[C@@]1(O)CN(S(=O)(=O)c1ccc(C)cc1)C2	13	2	-20
30	COC(=O)c1c(NC(=O)COC(=O)CNC(=O)c2cccc(OC(F)F)c2)sc(C)c1C	-19	3	6

Next section (5 carried over from the part before).
nr	structure	PfG6PD inh	SENP1 inh	SENP8 block
26	COc1ccc(C(=O)c2ccccc2)cc1CN1CCOCC1	2	-1	5
27	O=C(Nc1ccc(NC(=O)c2ccccc2)c2ccccc12)c1ccccc1	-15	-3	11
28	CCCCCCN1C[C@H](O)[C@@H](n2cc(COC(=O)c3ccccc3)nn2)C[C@@H]1c1ccccc1	13	-2	-25
29	CCCCCCNC(=O)O[C@]12C[C@@H](C(=O)OC)[C@@H](C(=O)OC)C[C@@]1(O)CN(S(=O)(=O)c1ccc(C)cc1)C2	13	2	-20
30	COC(=O)c1c(NC(=O)COC(=O)CNC(=O)c2cccc(OC(F)F)c2)sc(C)c1C	-19	3	6
31	CCOc1ccc(S(=O)(=O)N2CCCCC2)cc1NC(=O)Cc1cc(OC)c(OC)c(OC)c1	0	1	17
32	CC12CCC(/C(=C/NNc3ccc([N+](=O)[O-])cc3[N+](=O)[O-])C1=O)C2(C)C (stereo not drawn)	43	4	30*
33	COc1ccccc1N1CCN(S(=O)(=O)CCNC(=O)c2cccs2)CC1	-30	0	14
34	CC1(C)N=C(N)N=C(N)N1c1cc(Cl)ccc1Cl	-4	1	13
35	Cc1nc(C(=O)O)cc([N+](=O)[O-])c1C	-7	-3	10
36	CC12CCC3C(C1)C(C(=O)O2)C(=O)OC3(C)C (stereo not drawn)	8	4	15
37	COc1ccc(S(=O)(=O)Nc2ccc3c(c2)C(=O)N([C@@H](C)CO)C[C@@H](C)[C@H](CN(C)C(=O)CCCN(C)C)OCCCC[C@H](C)O3)cc1	-13	-3	-30
38	CCOc1ccc(-c2nc(CSCC(=O)NC3CCN(Cc4ccccc4)CC3)c(C)o2)cc1	5	-1	10
39	C[C@H](O)C#Cc1ccc2c(c1)O[C@@H](CN(C)C(=O)c1ccncc1)[C@@H](C)CN([C@H](C)CO)S2(=O)=O	1	-1	-1
40	CC1(C)CC(=O)C=C(c2ccc(COC(=O)C(c3ccccc3)c3ccccc3)cc2)C1=O	12	0	11
41	CC(C)C#Cc1cnc2c(c1)C(=O)N([C@@H](C)CO)C[C@@H](C)[C@H](CN(C)Cc1cccc(F)c1)O2	32	0	-22
42	Cc1cccc(NC(=O)c2cc([N+](=O)[O-])ccc2N2CCOCC2)c1C	-8	1	31
43	COc1ccc(C(=O)NCC(=O)OCC(=O)c2c[nH]c3ccccc23)cc1	1	-9	11
44	O=C(COC(=O)c1ccc(O)cc1)Nc1cc(S(=O)(=O)N2CCCCCC2)ccc1Cl	-10	1	6
45	CCCCN1C[C@H](C)[C@@H](CC(=O)NC)C1=O	-1	-1	2
46	Nc1nc(N)c2cc(Sc3cccc(C(F)(F)F)c3)ccc2n1	8	0	-476
47	Cc1cccc(-n2c(C)nc3cc(C(=O)NCCN4CCOCC4)ccc32)c1	19	1	6
48	O=C(O)c1c2c(nc3ccc(S(=O)(=O)N4CCC(C(=O)NCc5ccccc5)CC4)cc13)CCCC2	-12	-6	6
49	CCn1nc(C(=O)Nc2ccc3c(c2)OCCO3)c2ccccc2c1=O	10	2	13
50	Cc1ccc(S(=O)(=O)N2C[C@H]3N(C(=O)OC(C)C)N(C(=O)OC(C)C)C[C@H](OC(=O)NC4CC4)[C@@]3(O)C2)cc1	6	2	-26
51	S=C(NCCCN1CCOCC1)NN=C1c2ccccc2-c2ccccc21	24	1	8
52	CCC(C)C(CO)NCCCn1cnc2c(OC)ncnc21 (stereo not drawn)	-18	1	9
53	O=S(=O)(Nc1ccc(NS(=O)(=O)c2ccccc2)c2ccccc12)c1ccccc1	-17	-17	2
54	CCc1cc(C(=O)Nc2cc(S(=O)(=O)N3CCCCC3)ccc2N2CCN(C)CC2)sc1C	17	-11	-13
55	COc1ccc(C=C2CCC3C(=O)CCCC3(C)C2=O)cc1 (stereo not drawn)	0	-1	10
56	Nc1ccn([C@@H]2O[C@H](CNC(=O)[C@H]3CCC(=O)N3)[C@@H](O)[C@H]2O)c(=O)n1	10	2	9
57	CC(C1SC(=S)NC1=O)C1SC(=S)NC1=O (stereo not drawn)	35	-25	5
58	COc1ccc(NC(=O)CCn2c(=S)[nH]c3ccccc3c2=O)cc1Cl	-8	4	19
59	CCOc1ccccc1Nc1cc(C)nc2ccccc12	-12	1	-36
60	CC1(C)CN(Cc2cccnc2)C(=O)[C@H]1CC(=O)Nc1ccc(Br)cc1	6	-1	21
61	O=C1[C@H]2[C@@H](c3ccc(C(F)(F)F)cc3)N[C@]3(CCCN(CC4CCCCC4)C3=O)[C@H]2C(=O)N1Cc1ccccc1	18	0	-26
62	CCOC(=O)c1ccc(NC(=O)c2ncn3c2C(=O)NC[C@@H]3C)cc1	-3	-1	9
63	C[C@H](CO)N1C[C@H](C)[C@@H](CN(C)S(=O)(=O)c2ccc(Oc3ccccc3)cc2)OCc2cnnn2CCCC1=O	-5	2	14
64	CC1CC(C)CN(S(=O)(=O)c2ccc(F)c(C(=O)NC3CCCCC3C)c2)C1 (stereo not drawn)	5	0	9
65	Nc1nccc2c1ncn2C1OC(CO)C(O)C1O (stereo not drawn)	11	0	25
66	C[C@H]1CN([C@@H](C)CO)C(=O)c2cc(Br)cnc2O[C@@H]1CN(C)C(=O)Nc1ccc(C(F)(F)F)cc1	-3	-2	-2
67	Cc1ccc(NC2CCCN(C(=O)c3cc(C(C)C)nn3C)C2)cc1C (stereo not drawn)	5	0	17
68	CCOc1ccc(CNC(=O)C2CCN(S(=O)(=O)N3CCC(C)CC3)CC2)cc1OC	8	1	8
69	Cc1ccccc1C(=O)OCC(=O)N1CC(=O)Nc2ccccc21	11	-1	10
70	C[C@H](CO)N1C[C@H](C)[C@H](CN(C)S(C)(=O)=O)OCc2ccccc2-c2c(n(C)c3ccccc23)C1=O	-13	3	18
71	C[C@H]1CN([C@@H](C)CO)S(=O)(=O)c2ccc(Br)cc2O[C@H]1CN(C)C(=O)CCN1CCCCC1	3	-3	4
72	COc1ccc(CCN2CC(C(=O)NCc3cn(C)nc3C)CCC2=O)cc1 (stereo not drawn)	-3	4	14
73	COc1ccc(N2CCN(C(=O)COC(=O)CC(NC(N)=O)c3ccc(Cl)cc3)CC2)cc1 (stereo not drawn)	6	0	14
74	COc1ccc(CCNC(=O)CNC(=O)N2CC(=O)Nc3ccccc32)cc1OC	9	2	16
75	O=C(Nc1cc(Cl)ccc1N1CCOCC1)c1ccc2c(c1)OCO2	16	3	14

An excerpt of these results, with two lines to a compound:
Each structure is followed by: PfG6PD inh | SENP1 inh | SENP8 block
61	O=C1[C@H]2[C@@H](c3ccc(C(F)(F)F)cc3)N[C@]3(CCCN(CC4CCCCC4)C3=O)[C@H]2C(=O)N1Cc1ccccc1
    18 | 0 | -26
62	CCOC(=O)c1ccc(NC(=O)c2ncn3c2C(=O)NC[C@@H]3C)cc1
    -3 | -1 | 9
63	C[C@H](CO)N1C[C@H](C)[C@@H](CN(C)S(=O)(=O)c2ccc(Oc3ccccc3)cc2)OCc2cnnn2CCCC1=O
    -5 | 2 | 14
64	CC1CC(C)CN(S(=O)(=O)c2ccc(F)c(C(=O)NC3CCCCC3C)c2)C1 (stereo not drawn)
    5 | 0 | 9
65	Nc1nccc2c1ncn2C1OC(CO)C(O)C1O (stereo not drawn)
    11 | 0 | 25
66	C[C@H]1CN([C@@H](C)CO)C(=O)c2cc(Br)cnc2O[C@@H]1CN(C)C(=O)Nc1ccc(C(F)(F)F)cc1
    -3 | -2 | -2

Compound profiles, from the list above. Order of screens: PfG6PD inh, SENP1 inh, SENP8 block
Profile of O=C1[C@H]2[C@@H](c3ccc(C(F)(F)F)cc3)N[C@]3(CCCN(CC4CCCCC4)C3=O)[C@H]2C(=O)N1Cc1ccccc1 : 18, 0, -26
Profile of O=C(Nc1cc(Cl)ccc1N1CCOCC1)c1ccc2c(c1)OCO2 : 16, 3, 14
Profile of CC1CC(C)CN(S(=O)(=O)c2ccc(F)c(C(=O)NC3CCCCC3C)c2)C1 (stereo not drawn) : 5, 0, 9
Profile of COc1ccc(N2CCN(C(=O)COC(=O)CC(NC(N)=O)c3ccc(Cl)cc3)CC2)cc1 (stereo not drawn) : 6, 0, 14
Profile of CCOC(=O)c1ccc(NC(=O)c2ncn3c2C(=O)NC[C@@H]3C)cc1 : -3, -1, 9

Some of the compounds tested, so the mix of outcomes need not match the whole.
